Screening data (PubChem)
Cdc25B block: inhibitors of human Cdc25B phosphatase; P30305; recombinant Cdc25B, OMFP fluorescence Ex485/Em525; inhibition, %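 (compounds tested at 10 µM final in the well)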; AID 368; actives 0.1% (n = 65,000); in the data active = inhibition above about 50%
TNAP act mid DEA: activators of human TNAP at intermediate phosphate acceptor. purified TNAP, CDP-star luminescence, 100 mM DEA, 30 min; hits give high values; scale: 0 levamisole-inhibited, 1 vehicle-only enzyme. activation factor at 20 µM. 64,000 tested, under 10 active;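 active = activation factor of at least 2 at 20 µM, relative to controls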
RORA act: RORA (human) activation; CHO-K1 Gal4-RORA LBD luciferase reporter, luminescence; percent increase over mock-subtracted basal signal; P35398; actives 1.5% (n = 65,000); activation, % at 10 µM; AID 560;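 active = activation above the mean of all tested compounds plus 3 SD, cut at about 49% in these data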;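 also: 0% = DMSO-treated RORA cells and 100% = added signal equal to DMSO minus mock-transfected cells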
Hsp90 inh: displaces geldanamycin probe from tumor Hsp90. NCI-N417 lysate Hsp90, Cy3B-geldanamycin FP displacement. inhibition, % at 30 µM. actives 0.35% (n = 64,000). AID 429;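 active = inhibition above 50%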;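 also: 0% = tracer plus lysate wells and 100% = tracer alone without lysate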
MKP-1 inh: inhibitors of human MKP-1 phosphatase | P28562 | recombinant MKP-1, OMFP hydrolysis fluorescence | inhibition, %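 (compounds tested at a single concentration somewhere between 10 and 100 µM)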 | actives 0.15% (n = 65,000) | AID 374;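 active = inhibition above about 50%, limit read from the data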;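 also: 0% = DMSO max control wells and 100% = wells with enzyme stopped by NaOH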
SF1 activator: SF-1 (human) activation; AID 522; activation, % at 10 µM; CHO-K1 Gal4-SF-1 LBD luciferase reporter; % increase over DMSO SF-1-specific signal; actives 1.9% (n = 65,000);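 active = activation above the mean activation of all tested compounds plus 3 SD, cut at about 50% in these data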
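Test system: CHO-K1 cells co-transfected with Gal4 DBD–human SF-1 LBD, 5xGal4 luciferase reporter. Quantity: 4,000 cells per well. Compound: 10 µM only. Incubation: compound added 1 h post-seeding, 20 h exposure at 37 °C, 5% CO2. Detection: SteadyLite luciferase luminescence. Replication: one test per compound.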
D1 allo mod: allosterically modulates the human D1 dopamine receptor; HEK293 D1, CRE-luciferase, dopamine EC30 potentiation; actives deviate in either direction; B-score at 10 µM; actives 5.9% (n = 58,000);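 active = luminescence count or its row- and column-corrected plate score outside the 99.7% band of the plate's sample wells, on either side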
Target sequence (P21728 whole entry, looked up): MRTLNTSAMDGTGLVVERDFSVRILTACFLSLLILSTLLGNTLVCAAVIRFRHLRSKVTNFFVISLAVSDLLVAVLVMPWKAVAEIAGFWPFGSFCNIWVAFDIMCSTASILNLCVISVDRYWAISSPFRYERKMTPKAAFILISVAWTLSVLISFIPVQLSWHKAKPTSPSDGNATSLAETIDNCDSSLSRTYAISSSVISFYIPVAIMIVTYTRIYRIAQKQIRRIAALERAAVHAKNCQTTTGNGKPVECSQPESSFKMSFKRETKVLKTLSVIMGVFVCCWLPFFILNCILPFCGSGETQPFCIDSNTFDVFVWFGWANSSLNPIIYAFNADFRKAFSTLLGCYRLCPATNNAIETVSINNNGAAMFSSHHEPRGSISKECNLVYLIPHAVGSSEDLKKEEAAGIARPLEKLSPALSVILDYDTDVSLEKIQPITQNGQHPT
HER2 expr 66K: lowers expression of human Her2 kinase | P04626 | SKBR-3 HER2 protein level, AlphaScreen, 18-24 h; hits give low values | HER2 level % of control, % at 10 µM | actives 0.69% (n = 65,000);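 active = HER2 level under 5% of the carrier-only control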;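 also: 100% = DMSO carrier and 0% = 500 nM PU-H71 HSP90 inhibitor; lower value means stronger loss of Her2 protein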
FXIIa mix inh: blocks human factor XIIa in pooled compound mixtures. P00748. purified FXIIa, fluorogenic substrate. AID 684. actives 0.2% (n = 62,000). inhibition, % at 5 µM; in the data active = inhibition above about 20%, passing the limit was not always enough;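 also: 0% = enzyme without compound and 100% = no enzyme blank; some results filed as inactive read as strong as hits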
Target sequence (P00748 20-372 limits assumed): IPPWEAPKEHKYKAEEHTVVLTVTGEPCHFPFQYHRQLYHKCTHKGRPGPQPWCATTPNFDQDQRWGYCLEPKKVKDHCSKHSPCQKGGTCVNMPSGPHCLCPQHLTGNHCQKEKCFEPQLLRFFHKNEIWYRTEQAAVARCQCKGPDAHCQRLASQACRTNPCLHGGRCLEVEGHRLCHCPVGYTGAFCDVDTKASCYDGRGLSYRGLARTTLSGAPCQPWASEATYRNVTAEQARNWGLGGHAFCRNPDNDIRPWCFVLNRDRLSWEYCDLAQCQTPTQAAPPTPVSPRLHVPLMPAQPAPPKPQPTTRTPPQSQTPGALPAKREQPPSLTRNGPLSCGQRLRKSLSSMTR
Target sequence (P00748 373-615 limits assumed): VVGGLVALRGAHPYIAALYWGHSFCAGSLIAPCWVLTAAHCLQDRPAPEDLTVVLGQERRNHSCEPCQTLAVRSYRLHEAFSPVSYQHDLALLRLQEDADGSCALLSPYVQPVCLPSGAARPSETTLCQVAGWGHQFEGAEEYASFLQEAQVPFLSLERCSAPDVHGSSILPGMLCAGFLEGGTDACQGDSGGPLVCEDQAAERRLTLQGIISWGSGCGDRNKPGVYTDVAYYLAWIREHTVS
* marks the source's active call; other numbers are inactive results; / = not tested or not shown.

SMILES | Cdc25B block | TNAP act mid DEA | RORA act | Hsp90 inh | MKP-1 inh | SF1 activator | D1 allo mod | HER2 expr 66K | FXIIa mix inh
CCCC(C(=O)NC1CCCC1)N(C(=O)Cn1nnc(-c2ccc(C)o2)n1)c1ccccc1OC (configuration not stated) | -16 | 0.9 | 22 | -5 | 25 | -6 | 0.1 | 126 | -1
N#Cc1ccc(-c2ccc(OCC(O)Cn3nnc4ccccc43)cc2)cc1 (configuration not stated) | -4 | 0.9 | 0 | -6 | -11 | -16 | / | 80 | /
Clc1ccccc1-c1nnc2sc(-c3ccncc3)nn12 | -4 | 1 | -18 | -7 | -1 | 4 | 4.1 | 97 | 4
CCCc1nc2c(nnn2Cc2ccccc2)c(=O)[nH]1 | -16 | 0.9 | 5 | -4 | -6 | 4 | 7.1* | 95 | 3
COc1cccc(C(=O)Nc2ccc(NC(=O)C(C)(C)C)cn2)c1 | -13 | 0.9 | -6 | -4 | 0 | -34 | -6.3* | 80 | 2
CCOC(=O)c1[nH]c(C)c(C)c1C | -16 | 1 | 5 | -2 | 1 | -12 | / | 96 | 13
CCN(CCCNC(=O)Cn1ncc2c(=O)oc3ccccc3c21)c1cccc(C)c1 | -15 | 0.9 | 18 | 0 | 21 | 14 | 0.0076 | 70 | 6
COc1cccc(C(=O)Nc2ccccc2N2CCOCC2)c1 | 1 | 0.9 | -3 | 1 | 20 | 6 | -0.014 | 94 | 5
CC(Sc1nc2ccccc2o1)C(=O)O (configuration not stated) | -6 | 0.9 | -1 | 4 | 12 | -8 | / | 54 | 11
CCOCC(=O)Nc1ccccc1C(=O)OCC | -4 | 0.9 | 7 | -5 | 10 | 14 | 2.9 | 96 | 3
N#CCn1nnc(-c2ccc3c(c2)OCO3)n1 | -1 | 0.9 | -16 | -3 | 10 | -7 | -0.058 | 99 | 0
COc1ccc(C(=O)NC(=O)CSc2nnc(-c3ccco3)n2-c2ccccc2)cc1 | -11 | 0.8 | 0 | -1 | 7 | 8 | 1.4 | 77 | 0
COC(=O)C1=C(C)Nc2nnnn2C1c1ccco1 (configuration not stated) | -14 | 0.9 | -6 | -23 | -1 | 1 | -1.6 | 89 | 15
COC(=O)c1cc(NC(=O)C2COc3ccccc3O2)ccc1Cl (configuration not stated) | 1 | 0.9 | -9 | -7 | 3 | 9 | / | 74 | 2
O=C(CN(CCc1ccccc1)C(=O)CNS(=O)(=O)c1ccccc1)NCc1ccco1 | -10 | 1 | 3 | 3 | 7 | -8 | -0.35 | 129 | -17
CCOC(=O)N1CCC(NC(=O)CC(NS(=O)(=O)c2ccc(Cl)cc2)c2ccco2)CC1 (configuration not stated) | -4 | 0.9 | -7 | 1 | 7 | 8 | / | 94 | -19
Cc1ccc(N2CC(C(=O)Nc3nnc(C(C)C)s3)CC2=O)cc1 (configuration not stated) | 11 | 0.9 | -13 | -2 | 1 | 1 | -0.051 | 91 | 0
CCOc1ccc(N2C(=O)c3ccc(C(=O)OCc4c(C)noc4C)cc3C2=O)cc1 | 1 | 1 | 20 | 0 | 21 | -5 | -0.19 | 33 | 7
O=C(CSc1nnc(CNc2ccc(F)cc2)n1Cc1ccccc1)N1CCOCC1 | -19 | 0.9 | -14 | -5 | 6 | -16 | -0.16 | 96 | -8
COc1ccc(N(C(=O)C2CCCCC2)C2C=CS(=O)(=O)C2)c(OC)c1 (configuration not stated) | -7 | 1 | -5 | 1 | 14 | -10 | -0.4 | 108 | 1
Cc1ccccc1N1C(N)=NC(N)=NC1(C)C | -6 | 0.9 | 14 | -5 | 1 | 0 | -0.99 | 102 | 7
COc1cc2c3c(c1)/C(=C1/SC(NC(C)=O)=NC1=O)C(=O)N3C(C)(C)C=C2C | -3 | 0.9 | -13 | -10 | 15 | 1 | -0.11 | 71 | 2
CCOC(=O)C1CCN(S(=O)(=O)c2c(C)[nH]c(=O)[nH]c2=O)CC1 | 3 | / | -21 | -3 | 7 | 10 | 0.45 | 74 | /
O=C(O)C1CCCCC1C(=O)NC1CCCCC1 (configuration not stated) | 2 | 0.9 | -1 | 2 | 22 | -8 | 0.1 | 114 | -2
Cn1c(NC(=O)c2ccc(F)c(F)c2)cc(=O)n(C)c1=O | -12 | 0.9 | 9 | -3 | 5 | 8 | 0.64 | 121 | -17
CCOC(=O)Cn1nc(-c2ccccc2)ccc1=O | -5 | 0.9 | 19 | -5 | 34 | 22 | 1.1 | 99 | 4
Cc1cccc2cc(CN(CC3CCCO3)S(=O)(=O)c3ccccc3)c3nnnn3c12 (configuration not stated) | -5 | 0.9 | -11 | -2 | -1 | 10 | 0.083 | 101 | 5
COc1cccc(C2C(C(=O)c3sc(C)nc3C)=C(O)C(=O)N2CCN(C)C)c1OC (configuration not stated) | -8 | 0.9 | -32 | -2 | -17 | 6 | / | 83 | -2
COc1ccc(S(=O)(=O)N2CCC(C(=O)Nc3cccc(C(C)=O)c3)CC2)cc1C | -10 | 0.9 | -6 | 1 | 1 | 17 | -0.32 | 77 | 2
CCc1ccc2[nH]c(=O)c(C(c3nnnn3Cc3ccccc3)N3CCOCC3)cc2c1 (configuration not stated) | -4 | 0.9 | -4 | -3 | 7 | -13 | -0.46 | 97 | 5
CCn1ncc2c(OCc3ccc(C#N)cc3)cc(C)nc21 | -17 | 1 | 12 | -2 | 36 | 1 | -0.43 | 91 | 6
CCOC(=O)Cn1c(CN2CCOCC2)nc2c1c(=O)[nH]c(=O)n2C | -2 | 0.9 | -8 | -3 | -8 | 2 | -0.51 | 85 | -9
CCn1nnnc1SCC(=O)N1c2ccccc2CCc2ccccc21 | 3 | 0.9 | 2 | -2 | 8 | -1 | -0.072 | 74 | 3
COc1ccc(C2C=C(c3ccc(C)cc3)Nc3ncnn32)cc1 (configuration not stated) | 9 | 0.9 | 20 | -4 | -19 | 2 | / | 71 | /
O=C1CC(N2CCN(c3ccccc3Cl)CC2)C(=O)N1c1ccc(F)cc1 (configuration not stated) | -7 | 1 | 12 | 2 | 3 | -12 | / | 85 | 0
CCn1c(=O)c2c(nc(SCC(=O)NCC3CCCO3)n2C)n(C)c1=O (configuration not stated) | -12 | 0.9 | -22 | -2 | -30 | -2 | 0.67 | 101 | 13
CCOc1ccc(C(=O)Nc2c3c(nn2-c2ccc(C)cc2)CS(=O)C3)cc1OCC (configuration not stated) | 2 | 0.9 | -16 | -1 | 16 | -10 | 0.43 | 98 | 2
Cc1nc(C)c2c(c1C(F)(F)F)-c1ccccc1C2(F)F | 1 | 0.9 | -8 | -3 | -9 | 1 | 0.9 | 79 | 4
Cc1nc2ccc(S(=O)(=O)NCC(=O)O)cc2s1 | 8 | 0.9 | -10 | -1 | 2 | 8 | -0.41 | 73 | 1
O=C(NCCc1ccncc1)c1ccccc1F | 0 | 0.9 | -6 | -2 | -5 | 14 | -0.12 | 96 | 11
Cc1ccc(C(=O)CSc2nnc(COc3cccc4cccnc34)o2)cc1 | -22 | 0.9 | -24 | -1 | 4 | -24 | 0.035 | 123 | -4
O=C(CSCC(=O)NC1CC1)Nc1ccccc1 | -5 | 1 | 17 | -2 | -2 | -3 | -0.024 | 125 | 9
CCOC(=O)CN1CC23C=CC(O2)C(C(=O)Nc2ccc(F)cc2)C3C1=O (configuration not stated) | 10 | 0.9 | -16 | -3 | -5 | -6 | -0.85 | 71 | 5
COc1ccccc1CNC(=O)c1cc2c(s1)CS(=O)(=O)C2 | -9 | 0.9 | -2 | -6 | 1 | 1 | / | 99 | 4
O=C(NCCCN1CCc2ccccc2C1)C1CCN(S(=O)(=O)N2CCCC2)CC1 | -10 | 1 | -25 | -1 | -1 | -8 | -0.77 | 94 | 4
COC(=O)c1ccc(C(c2c(N)n(CC(C)C)c(=O)[nH]c2=O)N2CCN(c3ccccc3)CC2)cc1 (configuration not stated) | -14 | / | -15 | -4 | 36 | 5 | 0.0026 | 80 | -10
Cc1cc(=O)oc2c(CN3CCN(C)CC3)c(O)c(Cl)cc12 | 5 | 0.8 | -7 | -1 | -9 | -9 | 0.26 | 91 | -19
CCN(CCCNC(=O)CCNC(=O)Cn1cnc2ccccc2c1=O)c1ccccc1 | -12 | 1 | -12 | -2 | 9 | -20 | -0.062 | 91 | 0
COCCOC(=O)c1c(C)oc2ccc(NS(=O)(=O)c3ccc(F)cc3)cc12 | -10 | 1 | -21 | -2 | 11 | -5 | 1.6 | 80 | 8
CCCC(CCC)n1[nH]c(=O)c2c(C)cc(C)nc21 | -9 | 0.9 | -21 | 3 | -2 | 6 | 0.36 | 145 | 5
CCOC(=O)Nc1ccc2c(c1)N(C(=O)OC)c1ccccc1CC2 | -3 | 0.9 | -14 | -1 | 1 | 15 | -0.81 | 52 | 0
CCOC(=O)c1c(NC(=O)CCN2CCOCC2)sc2c1CC(C)(C)OC2 | -21 | 0.8 | -12 | 4 | -21 | 9 | 2 | 171 | /
Cc1ccc(-n2c(Cc3cccn3C)nnc2SCC(=O)Nc2nnc(C)s2)cc1 | -7 | 0.5 | -3 | -3 | 23 | 1 | -0.47 | 58 | 2
Cc1ccc2nc(-c3ccccc3)cc(C(=O)O)c2c1 | -19 | 0.9 | 6 | -4 | 2 | -11 | 1.4 | 94 | 5
CC1(C)CC(=O)C2=C(C1)Oc1ncn(CCCO)c(=N)c1C2c1ccccc1 (configuration not stated) | 0 | 1 | -2 | -5 | 19 | -10 | 0.49 | 117 | 2
CCOC(=O)C1=C(C)N=C2SCCC(=O)N2C1c1ccc(C(=O)OC)cc1 (configuration not stated) | -3 | 1 | -15 | -1 | 9 | 1 | 0.27 | 87 | 1
CCS(=O)(=O)N1CCC(C(=O)NCCCN2CCN(c3ccccc3F)CC2)CC1 | -10 | 0.9 | -6 | 1 | -3 | -16 | 4.1 | 80 | 8
O=C(CSc1n[nH]c(-c2ccco2)n1)Nc1sc2c(c1C(=O)Nc1ccccc1)CCCC2 | -11 | 0.8 | -10 | -8 | 12 | -8 | 1.6 | 69 | 2
CCC(C)N(C(=O)Cn1nnc2ccccc21)C(C(=O)NCc1ccco1)c1cccc(OC)c1 (configuration not stated) | 10 | 0.9 | -5 | -1 | 8 | 3 | -0.015 | 84 | 2
CCCN1CC=C2C(C#N)=C(N)C(C#N)(C#N)C(c3cc(OC)ccc3OC)C2C1 (configuration not stated) | 7 | 1 | -5 | -4 | 34 | -7 | -2.7 | 71 | 10
O=c1cc(Nc2ccc3c(c2)OCCO3)[nH]c(=O)n1-c1ccc(Cl)cc1 | -5 | 0.9 | 50* | 4 | 12 | 40 | -2.1 | 103 | 20

Single records (already shown). Order of values: Cdc25B block	TNAP act mid DEA	RORA act	Hsp90 inh	MKP-1 inh	SF1 activator	D1 allo mod	HER2 expr 66K	FXIIa mix inh
Cc1ccc(-n2c(Cc3cccn3C)nnc2SCC(=O)Nc2nnc(C)s2)cc1 is listed as -7	0.5	-3	-3	23	1	-0.47	58	2
CCCN1CC=C2C(C#N)=C(N)C(C#N)(C#N)C(c3cc(OC)ccc3OC)C2C1 (configuration not stated) is listed as 7	1	-5	-4	34	-7	-2.7	71	10
Cc1cc(=O)oc2c(CN3CCN(C)CC3)c(O)c(Cl)cc12 is listed as 5	0.8	-7	-1	-9	-9	0.26	91	-19
CC1(C)CC(=O)C2=C(C1)Oc1ncn(CCCO)c(=N)c1C2c1ccccc1 (configuration not stated) is listed as 0	1	-2	-5	19	-10	0.49	117	2
COCCOC(=O)c1c(C)oc2ccc(NS(=O)(=O)c3ccc(F)cc3)cc12 is listed as -10	1	-21	-2	11	-5	1.6	80	8

No enrichment for hits; overall some 8.9% were active at least once.
